PI5P4Ka inh = qHTS for Inhibitors of phosphatidylinositol 5-phosphate 4-kinase (PI5P4K); Phosphatidylinositol 5-phosphate 4-kinase type-2 alpha (Homo sapiens), P48426; PI5P4Kalpha enzyme, ADP-Glo luminescence, 60 min; active compounds read low; max response, %; actives 1.2% (n = 330,000); active = max response of -50% or lower; inconclusive = between -30% and -50%; inactive = -30% or higher; also: value at the top dose of about 77 µM; % is scaled to controls: 0 for no effect and ±100 for the full control effect
Target sequence (P48426 whole entry, looked up): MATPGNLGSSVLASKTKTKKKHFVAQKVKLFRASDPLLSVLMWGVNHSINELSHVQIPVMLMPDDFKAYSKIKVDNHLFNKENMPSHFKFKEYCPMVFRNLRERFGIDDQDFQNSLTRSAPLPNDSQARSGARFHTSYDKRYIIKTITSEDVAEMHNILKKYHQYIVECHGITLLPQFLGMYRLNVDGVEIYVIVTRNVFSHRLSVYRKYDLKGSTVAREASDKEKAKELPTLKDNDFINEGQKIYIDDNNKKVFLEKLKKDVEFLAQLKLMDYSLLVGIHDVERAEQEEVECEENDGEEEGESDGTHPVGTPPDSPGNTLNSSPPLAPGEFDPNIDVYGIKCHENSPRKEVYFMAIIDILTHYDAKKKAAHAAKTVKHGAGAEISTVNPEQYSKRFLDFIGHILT
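Reactions run in 0.038 M HEPES pH 7.4, 0.28 mM EGTA, 0.1% CHAPS and 5% DMSO, with PI5P4Kalpha, substrate, compound and 5 microM ATP final, one hour at room temperature. Readout is ADP-Glo luminescence.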
EPAC1 antagonist = qHTS for Antagonist of cAMP-regulated guanine nucleotide exchange factor 3 (EPAC1): primary screen. Potency, µM (series often up to 115 µM), for the others: top-dose activity change, negative = inhibition, actives largely listed as inhibitors. EPAC1 GEF assay, Rap1b-BODIPY-GDP exchange fluorescence. Rap guanine nucleotide exchange factor 3 (Homo sapiens), O95398. actives 0.14% (n = 360,000);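 also: potency is read from the fitted curve at half-maximal effect; plate controls were vehicle for no effect and positive control for full effect; nearly all actives have a fitted effect of over 50% in size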
IL-2 act = qHTS of IL-2 Activators; IL-2 activation reporter assay, cell-based qHTS; stimulated with anti-CD3/CD4/CD28 beads; in transgenic mouse T cells; activation, % (series mostly up to about 46 µM); actives 0.065% (n = 360,000); in the data active = activation above about 50%; inconclusive = mostly about 30% to 49%; also: 0% is about no effect
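Unstimulated transgenic mouse T cells; 60-min compound exposure; bead-based TCR/CD4/CD28 stimulation; 18 h culture, 37 degrees C; dual fluorescence (EGFP, DsRed) plate cytometry.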
WRN helicase inh = qHTS for Inhibitors of WRN Helicase. Bifunctional 3'-5' exonuclease/ATP-dependent helicase WRN (Homo sapiens), Q14191. WRN helicase unwinding, fluorescent forked duplex, kinetic. Potency, µM (highest dose often 114 µM), for the others: top-dose activity change, negative = inhibition, actives largely listed as inhibitors. actives 0.46% (n = 360,000). AID 651768, 2012; also: potency is read from the fitted curve at half-maximal effect; % is scaled to controls: 0 for no effect and ±100 for the full control effect; nearly all actives have a fitted effect of over 55% in size
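WRN at 20 nM final was preincubated with compound for 15 min at room temperature; reaction started with 100 nM forked duplex oligonucleotide carrying fluorophore and quencher plus 2 mM ATP (final). Unwinding followed kinetically by red fluorescence (ex 525/em 598 nm).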
PLK1 PBD inh = qHTS for Inhibitors of PLK1-PDB (polo-like kinase 1 - polo-box domain): Primary Screen; Serine/threonine-protein kinase PLK1 (Homo sapiens), P53350; Plk1 PBD binding of FITC phosphopeptide, fluorescence polarization; Potency, µM, without a hit: max response, negative = inhibition, hits mostly inhibitors; actives 2.8% (n = 360,000); AID 720504, 2013; also: potency is read from the fitted curve at half-maximal effect; series mostly up to about 57 µM; % is scaled to controls: 0 for no effect and ±100 for the full control effect; nearly all actives have a fitted effect of over 65% in size
Target sequence (P53350 whole entry, looked up, the tested form may be a part): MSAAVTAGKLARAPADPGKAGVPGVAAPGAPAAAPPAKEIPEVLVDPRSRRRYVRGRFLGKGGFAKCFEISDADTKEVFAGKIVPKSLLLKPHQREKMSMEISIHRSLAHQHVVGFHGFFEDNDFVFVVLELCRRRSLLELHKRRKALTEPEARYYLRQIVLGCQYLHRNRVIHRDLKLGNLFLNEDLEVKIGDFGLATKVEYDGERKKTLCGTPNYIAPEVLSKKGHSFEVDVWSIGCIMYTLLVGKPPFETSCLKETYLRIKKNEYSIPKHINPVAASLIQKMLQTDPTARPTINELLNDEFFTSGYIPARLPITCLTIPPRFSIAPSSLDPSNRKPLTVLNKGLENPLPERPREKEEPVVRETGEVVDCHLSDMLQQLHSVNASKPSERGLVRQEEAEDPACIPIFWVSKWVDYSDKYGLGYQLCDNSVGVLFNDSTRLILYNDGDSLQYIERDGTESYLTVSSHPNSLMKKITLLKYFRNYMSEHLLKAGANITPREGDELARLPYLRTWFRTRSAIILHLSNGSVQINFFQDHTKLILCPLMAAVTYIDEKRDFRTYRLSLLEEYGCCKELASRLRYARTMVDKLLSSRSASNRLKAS
aSyn rescue = qHTS of alpha-syn Inhibitors; actives 0.14% (n = 370,000); Potency, µM (top dose mostly 46.1 µM), without a hit: at the highest dose growth rescue (activation), most hits filed as activators; Yeast expressing alpha-synuclein, growth rescue, BacTiter-Glo, 24 h; also: potency is read from the fitted curve at half-maximal effect; % of control where 0% means no effect; nearly all actives have a fitted effect of over 65% in size
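Readout is rescue of growth in alpha-synuclein-expressing yeast, so inhibitors of toxicity appear as activators. Growth after 24 hr at 30 deg C in galactose medium is quantified by luminescence.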
FUS suppressor = qHTS for Suppressors of FUS Proteinopathy: Primary screen using FUS-linked yeast assay. S. cerevisiae FUS-expressing, growth rescue, OD600, 24 h. Potency, µM (series often up to 76.6 µM), without a hit: at the highest dose growth rescue (activation), most hits filed as activators. actives 0.24% (n = 390,000). AID 1347120, 2019;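 also: potency is read from the fitted curve at half-maximal effect; plate controls were DMSO vehicle for no effect and reference control for full effect; nearly all actives have a fitted effect of over 55% in size; some results filed as inactive show a strong effect at the top dose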
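Cultures pregrown in 2.5% raffinose medium are shifted to minimal medium containing 2% galactose to express toxic FUS. Compounds are tested at several concentrations. After 24hr at 30C, growth is quantified at 600 nm absorbance.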
EPAC1 ag = qHTS for Agonist of cAMP-regulated guanine nucleotide exchange factor 3 (EPAC1): primary screen. EPAC1 agonist qHTS, biochemical assay; response scale: 100% = response to 6.5 mM cAMP. Potency, µM (doses to about 154 µM), for inactives: at the highest dose activation, most hits filed as activators. actives 0.073% (n = 360,000); also: potency is read from the fitted curve at half-maximal effect; nearly all actives have a fitted effect of over 60% in size
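Compounds were pinned as a concentration titration into mixtures of EPAC1 (100 nM), BODIPY-GDP-loaded Rap1B (250 nM) and GDP (50 uM). After 5 min at room temperature, fluorescence was followed for 30 min; activity was scaled to 6.5 mM cAMP.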
Abeta rescue = qHTS for compounds that reverse cellular toxicity of Amyloid beta (A-beta) peptide in yeast: Primary Screen. yeast expressing A-beta42, growth rescue, OD600, 48 h; response scale: 0% DMSO, 100% iron-clioquinol control. Potency, µM (highest dose often 46.1 µM), for inactives: at the top dose growth rescue, actives largely listed as activators. actives 0.063% (n = 410,000); also: potency is read from the fitted curve at half-maximal effect; nearly all actives have a fitted effect of over 55% in size
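Yeast A-beta toxicity model in growth medium with pinned compounds, 48 h at 30 C; growth read as absorbance at 600 nm. Normalized to FeCl3/clioquinol equimolar mix (positive) and DMSO (negative).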
Active calls of the source: *; ? = inconclusive; / = no result given; & = joins results of further samples; [ ] = dose if it differs, or a comment. Unless noted, calls follow the shape of the dose curve; as a rule, active = well fitted curve in the direction sought with a large enough effect; inconclusive = small, poorly fitted or top-dose-only effect, or another doubt; inactive = no such curve, though single readings can be large; an effect the other way counts as inactive or inconclusive. The order is random. About 4.1% of those tested had a hit in this group.

SMILES	PI5P4Ka inh	EPAC1 antagonist	IL-2 act	WRN helicase inh	PLK1 PBD inh	aSyn rescue	FUS suppressor	EPAC1 ag	Abeta rescue
COCCn1c(SCC(=O)OC(C)C)nnc1-c1ccccc1	-4.6	-4.8%	-0.8	13.0%	0.2%	-1.0%	-12.7%	0.5%	-11.8%
CCOC(=O)C1=C(C)C2C3C(=O)N(c4cc(C)ccc4C)C(=O)C3C1(C)C1C(=O)N(c3cc(C)ccc3C)C(=O)C21 (stereo unspecified)	-14.2	-28.4%	0.3	2.6%	-8.4%	12.3%	/	-0.9%	22.7%
COc1cccc(OCc2cc(C(=O)NC3CCOCC3)no2)c1	0.2	-22.3%	2.2	-11.2%[57.1 µM]	-18.3%	1.5%	10.9%	-9.6%	-3.9%
CCCCNC(=O)CCNC(=O)c1ccc(C(C)(C)C)cc1	15.9	-9.5%	2.2	-1.3%	-0.1%	-1.6%	/	-13.6%	13.2%
N#Cc1cc([N+](=O)[O-])ccc1Oc1cccc(/C=N/NC(=O)c2ccc(Cl)cc2)c1	/	1.0%	0.3	4.6%	0.6%	-4.4%	18.7%	4.8%	16.9%
Cc1ccc2nc(NCCc3ccccc3)c3nncn3c2c1	-7.4	-1.9%	-2.1	5.3%	-9.0%	-2.1%	-44.3%&-22.9%	-3.4%	-26.4%&-3.2%
Cc1ccccc1NC(=S)N1CCCC1	-1.5	-3.4%	-0.7	-3.5%	-3.8%	-16.2%	/	-4.2%	15.5%
CCOc1ccc(C2=CS/C(=C(\C#N)c3nnc4n3CCCCC4)N2CC)cc1	/	-0.5%	-2.1	7.1%	-9.9%	-1.6%	42.5%	1.7%	-18.6%
Cc1ccc2nc(C)c(C(=O)N/N=C/c3ccccc3[N+](=O)[O-])cc2c1	3.0	4.8%	2.8	-17.6%	1.1%	5.4%	/	1.8%	12.1%
COC(=O)Cn1cc(C(=O)OC)cc(Br)c1=O	7.5	10.4%	-0.5	-1.4%	-0.4%	-11.8%	-9.0%	-9.6%	-5.2%
CCCCn1c(N)c(N(CCC(C)C)C(=O)CSc2nc3ccccc3s2)c(=O)[nH]c1=O	0.2	5.6%	-1.8	10.7%	-12.3%	-4.4%	-16.8%	-7.5%	-0.2%
CCn1c(SCC(=O)OC)nc2sc3c(c2c1=O)CCC3	/	-3.5%	-2.2	?	-16.1%	0.0%	4.2%	-2.8%	-13.0%
Cc1cc(N2C(=O)C(O)=C(C(=O)c3ccco3)C2c2cccc(Oc3ccccc3)c2)no1 (stereo unspecified)	-68.5*	?	-2.3	2.8%	?	-6.8%	?	-4.3%	-10.1%
CCCc1cc(=O)c2ccc(OCC(C)=O)cc2o1	-1.5	10.4%	-4.2	5.4%	4.0%	-8.0%	4.2%	2.9%	-0.7%
CCN1CC(CN(C)Cc2nc(COc3ccccc3)no2)CC1=O (stereo unspecified)	3.7	4.2%	-1.2	6.1%	-4.2%	-0.5%	-13.7%	-10.2%	8.7%
Cc1nc2ccc(S(=O)(=O)Nc3cc(-c4nc5cccnc5s4)ccc3C)cc2s1	-3.4	-15.7%	-1.6	-8.4%	-13.4%	-15.1%	?	-4.9%	4.4%
CCOC(=O)C(C)(C)Oc1ccc(Cl)cc1	0.6	-9.0%	0.4	7.4%	-6.6%	7.1%&-0.7%&-9.8%	-27.0%	-2.0%	-11.2%
O=C(Cc1ccc(Br)cc1)N1CCN(c2ccc(F)cc2)CC1	11.4	-1.3%	-0.3	4.6%	-13.5%	17.1%	15.8%	5.9%	2.5%
Cc1ccc(C2NC(=O)c3c(sc4c3CCN(C)C4)N2)o1 (stereo unspecified)	/	9.3%	-1.2	-9.8%[57.1 µM]	-7.3%	0.8%	-10.1%	2.7%	-9.0%
O=C(CS(=O)CC(=O)N(c1ccccc1)C(C(=O)NC1CCCC1)c1cccs1)Nc1ccc(F)cc1 (stereo unspecified)	21.9	-1.4%	0.2	-2.3%	-5.7%	-0.9%	/	4.2%	19.6%
COc1ccccc1-n1nnnc1SCc1cc2c(cc1Br)OCO2	0.4	-17.1%	3.8	-7.0%	-7.8%	15.8%	-1.8%	17.0%	11.1%
O=C(COC(=O)c1ccc(Cl)c(S(=O)(=O)N2CCOCC2)c1)Nc1ccc2[nH]c(=O)[nH]c2c1	2.0	3.9%	-0.7	-31.3%	-2.5%	0.3%[1.84 µM]	26.4%	2.0%	4.0%
C[C@H]1CN([C@@H](C)CO)C(=O)c2cccc(NS(=O)(=O)c3ccc(F)cc3)c2O[C@H]1CN(C)Cc1ccc(Cl)c(Cl)c1	7.0	-18.5%	-3.2	-35.3%	-16.9%	15.3%	39.4%	-11.6%	4.2%
O=c1nc2ccccc2c2n1CC(CN1CCN(c3ccccc3F)CC1)N2 (stereo unspecified)	0.9	-5.8%	-0.2	-7.1%	-6.9%	0.1%	-3.9%	-4.7%	4.9%
Cc1cc(OCC(=O)N2CCN(c3ncccn3)CC2)ccc1Cl	-11.8	5.3%	-5.3	-33.4%	-6.2%	-3.1%	28.2%	-4.5%	-4.5%
(cont.)
SMILES	PI5P4Ka inh	EPAC1 antagonist	IL-2 act	WRN helicase inh	PLK1 PBD inh	aSyn rescue	FUS suppressor	EPAC1 ag	Abeta rescue
COc1ccc(C(=O)NCC(=O)OCC(=O)NC2CCCC2)cc1	-1.6	0.0%	7.7	6.3%[11.6 µM]	-12.0%	-4.3%	-10.5%	-6.5%	-8.6%
CCCS(=O)(=O)c1nc(S(=O)(=O)c2ccc(C)cc2)c(NCCCn2ccnc2)s1	-9.1	3.7%	-4.0	6.0%	-6.0%	-1.0%	2.6%	-17.6%	-12.5%
Cc1cc2ccccn2c1C(=O)c1ccc([N+](=O)[O-])cc1[N+](=O)[O-]	4.3	-17.3%	0.2	-4.6%[57.1 µM]	-11.6%	-4.7%	-23.8%	0.4%	-7.8%
CC(C)OC(=O)c1ccc(NC(=S)NC(=O)c2cncc(Br)c2)cc1	-3.1	-17.4%	-0.7	13.8%	-10.8%	19.5%	-0.3%	18.5%	-9.3%
Cc1cc(C)c(S(=O)(=O)Nc2c(C)[nH]c(=O)[nH]c2=O)c(C)c1	/	-1.3%	-1.1	-3.9%	-0.8%	-0.6%	-3.1%	1.2%	-4.1%
CN1CCN(CCC(=O)N/N=C/c2ccccn2)CC1	-1.7	-14.2%	-1.6	6.7%	-1.5%	-1.3%	-12.4%	-3.5%	-8.7%
O=C(COC(=O)c1ccc(Cl)cc1[N+](=O)[O-])NCc1ccco1	-9.3	10.7%	-0.5	-3.8%	-11.3%	-5.9%[1.84 µM]	-2.6%	4.5%	2.3%
Cn1c(N)c(C(=O)COC(=O)c2ccc(OC(F)F)cc2)c(=O)n(C)c1=O	-4.0	-11.5%	-0.1	6.3%	-14.5%	-1.6%	-0.9%	-3.1%	-7.3%
O=C(CCCCCn1c(SCC(=O)c2ccccc2)nc2ccccc2c1=O)NCc1ccco1	2.3	-7.6%	-1.6	-8.8%	-16.2%	/	?	1.0%	7.0%
CCOC(=O)C1=C(C)N(C)C(=S)NC1c1ccc(Cl)cc1Cl (stereo unspecified)	0.9	?	1.3	-13.7%	0.6%	-0.7%	?	5.0%	17.2%
CC(=O)NNc1cc(N2CCOCC2)nc(N2CCOCC2)n1	-11.7	4.7%	-3.0	0.3%	-10.5%	1.3%	-15.3%	?	-22.9%
CC(C)n1cnc2c(NCc3ccc(S(N)(=O)=O)cc3)nc(NCc3ccc(S(N)(=O)=O)cc3)nc21	-20.2	4.8%	0.2	1.0%	-4.5%	4.0%	6.5%	14.1%	-6.3%
Cc1ccccc1Cn1c(CN2CCc3ccccc3C2)nc2c1c(=O)n(C)c(=O)n2C	/	-6.7%	-1.4	-9.9%	?	12.4%	26.9%	16.0%	-2.4%
O=C(O)C(C/C(=N/O)c1ccc(Br)cc1)P(=O)(c1ccccc1)c1ccccc1 (stereo unspecified)	3.7	?	1.6	-2.8%	-12.1%	-3.3%	-14.3%	4.3%	1.2%
c1ccc(-c2ccc(C3CCCN3)cc2)cc1 (stereo unspecified)	0.0	-5.9%	4.7	1.6%	1.7%	0.1%	-11.5%	4.9%	-6.3%
Cc1cccc(N2CCN(C(=O)c3cc(=O)[nH]c4ccccc34)CC2)c1C	1.2	2.2%	0.2	4.0%	2.7%	5.5%	-14.8%	-9.5%	2.8%
CC(=O)COc1ccc(-c2csnn2)cc1	-5.8	9.7%	0.5	8.0%	-2.3%	-2.3%	-3.8%	1.0%	-0.4%
OCCN=C1CCCc2c1[nH]c1ccc(Cl)cc21	-0.3	-4.6%	-4.0	-3.7%	-6.7%	0.4%	4.7%	3.0%	-6.5%
c1coc(C2=NC(c3ccco3)C(c3ccco3)N2)c1 (stereo unspecified)	-2.9	5.1%	1.1	-4.6%	-3.0%	13.8%	4.0%	1.7%	-0.7%
CCn1nnc2cc(C(=O)Nc3cccc(S(=O)(=O)N(C)C)c3)ccc21	-1.7	24.0%	-0.1	6.6%	-3.2%	-3.5%[1.84 µM]	29.8%	-3.4%	-8.1%
CC1CCCN(Cc2c(O)ccc3c2O/C(=C\c2ccco2)C3=O)C1 (stereo unspecified)	?	?	1.2	35.5µM*	?	1.3%	33.8%	-15.8%	-27.3%
